Screening results from PubChem BioAssay.
RTF Ca sens inh = cardiac RTF calcium desensitization. P19429+P45379. IANBD-labeled cardiac RTF, Ca2+ fluorescence. inhibition, % at 7.15 µM. actives 0.12% (n = 340,000);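 active = inhibition above the mean inhibition of all tested compounds plus 3 SD, cut at about 17% in these data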;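 note: assay run at fixed EC70 calcium of 1.6 mM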
OPRM1-OPRD1 ag = OPRM1-OPRD1 heterodimerization agonism. P35372+P41143. cells, luminescence. activation, % at 9.3 µM. actives 0.3% (n = 340,000); in the data active = activation above about 18%;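 note: 0% = vehicle-treated cells and 100% = reference agonist; values of inactives mirror those of a sister screen read the other way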
CAL PDZ FP = blocks peptide binding to the human CAL PDZ domain; Q9HD26; purified CAL PDZ, TMR-peptide fluorescence polarization, 1 h; inhibition, % at 24.9 µM; actives 0.92% (n = 300,000);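 active = mean inhibition of at least 30% with at least half of replicates also reaching 30%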;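 note: 0% = DMSO neutral control and 100% = excess unlabeled competitor peptide PRC23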
MOR-DOR inv ag = inverse agonist of human OPRM1-OPRD1 heterodimerization | cell-based MOR-DOR heterodimer luminescence, inverse agonism | inhibition, % at 9.3 µM | actives 0.21% (n = 340,000); in the data active = inhibition above about 22%, passing the limit was not always enough;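 note: 0% = cells with DMSO and 100% = wells without cells with DMSO; values of inactives mirror those of a sister screen read the other way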
V-ATPase pH = yeast V-ATPase proton transport regulation by pHLuorin | S. cerevisiae, pHLuorin cytosolic pH fluorescence | response, % at 10 µM | actives 0.37% (n = 350,000) | AID 504577; in the data active = response mostly above about 7.3%, no sharp cut-off; inactive = mostly below about 5.4%; note: actives read high; inactives centre near 0; some compounds called inactive have numbers as strong as hits; reference of the scale not given here
HTR5A inv ag = counter-screen for OPRM1-OPRD1 inverse agonists: human HTR5A inverse agonism | P47898 | HTR5A cell line, luminescence | inhibition, % at 9.3 µM | actives 0.083% (n = 340,000) | AID 504634; in the data active = inhibition mostly above about 23%, no sharp cut-off; inactive = mostly below about 18%;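 note: 0% = cells with DMSO and 100% = no-cell wells with DMSO; some compounds called inactive have numbers as strong as hits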
Target sequence (P47898 whole entry, looked up): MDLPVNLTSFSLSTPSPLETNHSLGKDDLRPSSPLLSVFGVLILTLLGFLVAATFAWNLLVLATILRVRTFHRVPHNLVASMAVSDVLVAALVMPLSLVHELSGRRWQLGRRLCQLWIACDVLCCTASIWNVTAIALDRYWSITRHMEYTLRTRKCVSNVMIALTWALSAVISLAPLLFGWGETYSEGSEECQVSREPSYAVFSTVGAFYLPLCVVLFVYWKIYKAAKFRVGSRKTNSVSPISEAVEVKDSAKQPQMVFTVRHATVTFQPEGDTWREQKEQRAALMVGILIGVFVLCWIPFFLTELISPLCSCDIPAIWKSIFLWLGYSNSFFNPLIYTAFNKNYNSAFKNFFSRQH
Keap1 Nrf2 FP = Keap1-Nrf2 (human) interaction inhibition; Keap1 Kelch-Nrf2 peptide fluorescence polarization, 1536-well; inhibition, % at 9.4 µM; actives 0.15% (n = 340,000); AID 504523; in the data active = inhibition above about 12%;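 note: human Keap1 Kelch domain with fluorescein labeled Nrf2 9mer peptide probe; 0% = neutral control wells and 100% = peptide positive control; higher means more block of Keap1 binding to Nrf2 peptide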
Target sequence (Q14145 whole entry, looked up, the tested form may be a part): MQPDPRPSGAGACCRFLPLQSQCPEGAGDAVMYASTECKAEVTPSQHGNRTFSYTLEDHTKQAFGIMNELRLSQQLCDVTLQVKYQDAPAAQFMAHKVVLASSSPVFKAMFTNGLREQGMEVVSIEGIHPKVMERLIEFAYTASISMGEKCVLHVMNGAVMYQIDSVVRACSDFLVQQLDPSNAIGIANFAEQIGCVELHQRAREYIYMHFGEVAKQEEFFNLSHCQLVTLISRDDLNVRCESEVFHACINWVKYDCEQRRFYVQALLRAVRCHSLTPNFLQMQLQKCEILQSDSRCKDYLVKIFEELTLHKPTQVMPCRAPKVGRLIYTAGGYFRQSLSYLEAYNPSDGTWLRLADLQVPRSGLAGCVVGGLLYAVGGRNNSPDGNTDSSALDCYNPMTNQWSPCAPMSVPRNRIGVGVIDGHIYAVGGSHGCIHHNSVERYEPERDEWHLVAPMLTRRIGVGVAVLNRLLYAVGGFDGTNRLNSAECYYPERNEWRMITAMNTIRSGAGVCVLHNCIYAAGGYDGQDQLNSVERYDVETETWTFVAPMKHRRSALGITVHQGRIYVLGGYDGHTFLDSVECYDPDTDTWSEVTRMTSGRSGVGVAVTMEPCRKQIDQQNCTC
cardiac RTF act = increases calcium sensitivity of human cardiac regulated thin filaments; activation, % at 7.2 µM; IANBD-labeled TnC RTF fluorescence at EC20 calcium; 0% EC20 calcium, 100% full calcium; AID 493008; actives 0.24% (n = 340,000); P19429+P45379;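 active = activation above the mean over all tested compounds plus 3 SD, cut at about 30% in these data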;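 note: rise in fluorescence read as greater calcium sensitivity of cardiac thin filaments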
HTR5A ag = activates human HTR5A in OPRM1-OPRD1 agonist counter-screen. P47898. HTR5A agonist assay, luminescence, cell-based. activation, % at 9.3 µM. actives 0.61% (n = 340,000). AID 504692; in the data active = activation mostly above about 9.5%, no sharp cut-off; inactive = mostly below about 7.6%;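 note: 0% = cells with vehicle only and 100% = reference agonist; strong numbers were not always called active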
C-LANA FP = KSHV C-LANA DNA binding inhibition | MBP-C-LANA/FAM-LBS DNA binding, fluorescence polarization | actives 0.078% (n = 340,000) | inhibition, % at 9 µM | AID 504423;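 active = highest replicate inhibition at or above 60% at 9 µM, even if other replicates fall short; inactive = all replicates below 60% inhibition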;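 note: 0% = neutral control wells and 100% = 4 µM acridine orange control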
Starred values were filed as active, the others as inactive; x = not tested or not shown.

Each structure is followed by: RTF Ca sens inh, OPRM1-OPRD1 ag, CAL PDZ FP, MOR-DOR inv ag, V-ATPase pH, HTR5A inv ag, Keap1 Nrf2 FP, cardiac RTF act, HTR5A ag, C-LANA FP
COc1nc(NC2CCCCC2)nc(N2CCCCCC2)n1
  -5, 2.2, -2, -13, -1, -25, 0, 1, 3, -1.7
CC(=O)c1ccc(NC(=O)Nc2cccnc2)cc1
  -11, 0.5, -7, -4, 0, -2, 1, 1, 7, 2.1
COc1ccc(-c2nc3ccc(C)cn3c2NCc2ccccc2)cc1SC1CCCCC1
  -2, 3.5, -4, -19, -15, -16, -7, 8, 6, -0.1
CCOc1nnnc2c1sc1nc(N3CCOCC3)c3c(c12)CCCC3
  2, -2.1, 0, 11, -1, -30, 0, 8, 11, -0.4
Clc1ccccc1CSc1cc2c(nn1)-c1ccccc1CC2
  -3, 2.4, x, -11, 0, -1, 1, -6, -4, 0.3
COc1cccc(NC(=O)CN(C)C(=O)CSc2nc3ccccc3s2)c1
  -2, -0.8, -9, 4, 2, -8, x, -1, 3, x
COCCCn1c(=O)c2sccc2n(Cc2cc(C(=O)OC)ccc2OC)c1=O
  -5, -1.6, -6, 8, 4, 13, 3, 4, -4, 1.1
CC(C)(C)c1ccc(C(=O)n2cnc3ccccc32)cc1
  -1, -2.7, -1, 13, 3, -22, -4, 50*, 6, 7.3
COc1ccc(-n2c(CCc3ccccc3)nnc2SCC(=O)c2ccccc2)cc1
  -15, 3.4, -6, -23, 2, -14, -1, -9, 3, -0.7
NC(=O)NC(=O)COC(=O)c1cccc(S(=O)(=O)N2CCCCCC2)c1
  -2, -2.9, -4, 15, 2, -11, 0, -2, 0, 0.1
COc1ccc(/C=N/N2C(=O)CSC2=S)cc1Br
  -2, -0.1, -3, 1, -1, -18, -4, 0, -4, -3.2
COC(=O)Cc1ccc(NC(=O)c2ccccc2Br)cc1
  3, -2.6, 2, 12, -1, 4, 1, 1, -1, -0.7
CN1C(C(=O)Nc2ccc(OC(F)(F)F)cc2)=CC(c2cccs2)=NS1(=O)=O
  7, 8.9, -5, -46, 1, -2, 3, -2, 1, -0.9
CCOC(=O)c1csc(NC(=O)c2cc(-c3ccccn3)nc3ccccc23)n1
  -5, -2.3, 4, 9, 5, 10, 1, -5, 0, 0.5
O=C(CSc1ccsc1[N+](=O)[O-])NCc1ccco1
  5, 0.3, -3, -2, -3, -4, -2, -1, -3, 4.1
O=C(CCCCCn1c(=S)[nH]c2ccc(Br)cc2c1=O)NCC1CCCO1 (stereo not drawn)
  -4, -2.8, 2, 12, -2, 11, -4, -1, -4, -1.0
O=C(c1cnn(-c2cccc(F)c2)c1)c1ccccc1O
  0, 0.9, -4, -5, -4, -3, -3, 1, 1, 0.3
Cc1sc2nc(-c3cccnc3)[nH]c(=O)c2c1-c1ccccc1
  -2, -0.9, 5, 4, -5, -21, -7, 2, 0, -0.4
CCn1cc(C(=O)OC(C)C(=O)Nc2c(C)n(C)n(-c3ccccc3)c2=O)c(=O)c2ccc(C)nc21 (stereo not drawn)
  -2, -1.8, x, 8, 5, -26, -3, -3, -2, 0.6
CN(C)CCNC(=O)CNC(=S)N(Cc1ccccc1)Cc1ccccc1F
  0, -1.8, 1, 9, -2, 38, -2, 1, -1, -2.4
CN(CC(=O)Nc1ccc(S(=O)(=O)N(C)C)cc1)Cc1ccc(C(F)(F)F)cc1
  -5, -0.4, -5, 2, 3, 1, 0, -8, 0, -2.0
C/C(=N\NC(=O)CC(C)C)c1ccc(N2CCCCC2)cc1
  6, -1.9, -3, 10, 1, 32, 3, 6, 4, -3.4
CCOC(=O)C1CCCN(S(=O)(=O)c2cc(C(=O)OC)n(C)c2)C1 (stereo not drawn)
  -1, 0.1, x, 0, 0, 7, -2, -9, -3, 1.6
CSc1cccc(NC(=O)Nc2ccc(Cl)cc2)c1
  -9, 6.7, -1, -34, 0, -22, -7, -3, 9, -0.6
Cn1cnc(S(=O)(=O)N2CCc3ccccc32)c1
  -6, -1.0, -1, 5, 0, -23, 3, 0, 3, -0.1
O=C(CC1SC(N2CCCC2)=NC1=O)Nc1ccc(C(=O)N2CCCC(C(F)(F)F)C2)cc1 (stereo not drawn)
  -10, -2.8, -2, 15, 0, -17, 1, -2, 6, 1.6
O=C(COC(=O)c1ccc(O)cc1)Nc1cccc(S(=O)(=O)N2CCCCC2)c1
  -3, -1.0, -6, 5, -2, -3, -3, 0, 1, -2.8
CCOc1ccc(-c2nc(C#N)c(NCc3ccc4c(c3)OCO4)o2)cc1
  -4, 3.0, -5, -18, 7, 13, 3, 0, -5, -0.5
CCN(CC)C(=O)c1scc2c1OCCO2
  -1, -2.2, -1, 13, 4, 12, -4, -3, 7, -0.7
Cc1cc(=O)[nH]c2cc(Cl)ccc12
  -2, -1.6, -2, 9, -3, -11, 1, 0, 0, 0.3

Part of the list above in order of molar mass, largest number first.
Each structure is followed by: RTF Ca sens inh, OPRM1-OPRD1 ag, CAL PDZ FP, MOR-DOR inv ag, V-ATPase pH, HTR5A inv ag, Keap1 Nrf2 FP, cardiac RTF act, HTR5A ag, C-LANA FP
CCn1cc(C(=O)OC(C)C(=O)Nc2c(C)n(C)n(-c3ccccc3)c2=O)c(=O)c2ccc(C)nc21 (stereo not drawn)
  -2, -1.8, x, 8, 5, -26, -3, -3, -2, 0.6
COc1ccc(-c2nc3ccc(C)cn3c2NCc2ccccc2)cc1SC1CCCCC1
  -2, 3.5, -4, -19, -15, -16, -7, 8, 6, -0.1
O=C(CCCCCn1c(=S)[nH]c2ccc(Br)cc2c1=O)NCC1CCCO1 (stereo not drawn)
  -4, -2.8, 2, 12, -2, 11, -4, -1, -4, -1.0
COc1ccc(-n2c(CCc3ccccc3)nnc2SCC(=O)c2ccccc2)cc1
  -15, 3.4, -6, -23, 2, -14, -1, -9, 3, -0.7
O=C(COC(=O)c1ccc(O)cc1)Nc1cccc(S(=O)(=O)N2CCCCC2)c1
  -3, -1.0, -6, 5, -2, -3, -3, 0, 1, -2.8
CCOC(=O)c1csc(NC(=O)c2cc(-c3ccccn3)nc3ccccc23)n1
  -5, -2.3, 4, 9, 5, 10, 1, -5, 0, 0.5
COc1cccc(NC(=O)CN(C)C(=O)CSc2nc3ccccc3s2)c1
  -2, -0.8, -9, 4, 2, -8, x, -1, 3, x
CCOc1nnnc2c1sc1nc(N3CCOCC3)c3c(c12)CCCC3
  2, -2.1, 0, 11, -1, -30, 0, 8, 11, -0.4
CCOc1ccc(-c2nc(C#N)c(NCc3ccc4c(c3)OCO4)o2)cc1
  -4, 3.0, -5, -18, 7, 13, 3, 0, -5, -0.5
CCOC(=O)C1CCCN(S(=O)(=O)c2cc(C(=O)OC)n(C)c2)C1 (stereo not drawn)
  -1, 0.1, x, 0, 0, 7, -2, -9, -3, 1.6
COC(=O)Cc1ccc(NC(=O)c2ccccc2Br)cc1
  3, -2.6, 2, 12, -1, 4, 1, 1, -1, -0.7
Cc1sc2nc(-c3cccnc3)[nH]c(=O)c2c1-c1ccccc1
  -2, -0.9, 5, 4, -5, -21, -7, 2, 0, -0.4
COc1nc(NC2CCCCC2)nc(N2CCCCCC2)n1
  -5, 2.2, -2, -13, -1, -25, 0, 1, 3, -1.7
Cn1cnc(S(=O)(=O)N2CCc3ccccc32)c1
  -6, -1.0, -1, 5, 0, -23, 3, 0, 3, -0.1
CC(=O)c1ccc(NC(=O)Nc2cccnc2)cc1
  -11, 0.5, -7, -4, 0, -2, 1, 1, 7, 2.1

Additional results.
Each structure is followed by: RTF Ca sens inh, OPRM1-OPRD1 ag, CAL PDZ FP, MOR-DOR inv ag, V-ATPase pH, HTR5A inv ag, Keap1 Nrf2 FP, cardiac RTF act, HTR5A ag, C-LANA FP
CCOc1ccc(-c2csc(Cn3c(CN4CCN(C)CC4)nc4ccccc4c3=O)n2)cc1
  3, 3.6, -1, -18, 2, -44, -2, -1, 5, -1.8
O=C(CCN1C(=O)c2ccccc2S1(=O)=O)Nc1ccc(F)c([N+](=O)[O-])c1
  3, 0.7, 7, -5, -1, 15, -1, -7, -6, -1.2
COc1ccccc1NC(=O)CSc1nnnn1-c1ccc2c(c1)OCO2
  -5, 0.0, 1, 0, x, -15, 1, 5, 6, 0.6
CCN1CCN(C(CNS(=O)(=O)c2ccc(Cl)cc2)c2ccccc2)CC1 (stereo not drawn)
  -16, -2.7, 17, 14, -1, 14, 0, -1, -4, 1.8
COC(=O)CSC(=S)N1CCCC(C)C1 (stereo not drawn)
  -3, -2.4, x, 12, -2, 6, 3, -2, 6, -0.2
COc1ccc(NC(=O)c2cc3ccccc3cc2OC)cc1OC
  -7, -1.9, -3, 11, -2, -2, 8, -3, 1, -2.2
O=C(CSc1ncnc2ccccc12)c1ccc2c(c1)OCCO2
  -13, 2.0, 0, -11, -3, -11, -6, -3, 1, -4.1
Cc1cc(=O)c(C(=O)Nc2cccc(N3CCCC3=O)c2)nn1-c1ccccc1Cl
  3, -1.9, -1, 7, 0, -9, -1, 0, -5, 0.0
O=c1c2ccccc2c(-c2ccccc2)nn1-c1cc(Cl)ccc1[N+](=O)[O-]
  -3, -2.4, -4, 11, 3, 17, 0, -2, 1, 1.1
O=C(/C=C/c1cccs1)NC(=S)NNC(=O)Cc1cccs1
  -14, -3.7, -2, 20, -1, 17, 0, 3, -5, 0.6
Cc1cc(O)c(C(C)C)cc1NC1=NS(=O)(=O)c2ccccc21
  -3, -0.3, -1, 1, 3, -1, -3, 0, -4, 0.9
COc1cc(C(=O)N2CCN(Cc3ccc4c(c3)OCO4)CC2)cc(OC)c1OC
  -4, -0.1, 16, 1, -2, -7, -7, 5, 3, -0.7
CCc1ccc(C2=NN(C(=O)OC)C(O)(C(F)(F)F)C2)cc1 (stereo not drawn)
  -2, 2.1, -2, -12, -2, -14, -1, 3, 6, 1.3
O=c1[nH]c(N/N=C/c2ccccc2Br)nnc1-c1ccccc1
  -6, 2.9, -3, -16, 1, 12, 0, 3, -4, 0.4
Cc1cc2nccc(-c3ccncc3)n2n1
  2, -0.7, 1, 4, 7, 1, -1, -2, 0, -0.4
CC(=C/c1ccco1)/C=N/NC(=O)Cc1cccn1C
  -8, -1.0, -1, 5, 0, 8, -7, 2, -2, -1.3
Cc1cc(C)n(C(=O)COc2ccccc2[N+](=O)[O-])n1
  2, -2.5, -1, 12, -2, 7, 2, -7, 3, -2.4
CCOc1ccccc1NC(=O)CSc1nnc(Cn2c(=O)sc3ccccc32)n1C
  -2, -1.1, x, 6, -2, -16, -3, 0, 6, -1.8

Not a hit list; 2.8% or so of the library scored in one or more.
